PGK inhibitor = T. brucei PGK inhibition; P07378; PGK/GAPDH coupled, Kinase-Glo luminescence, 60 min; Potency, µM (series often up to 57.5 µM), inactives show at the highest dose activity change, negative = inhibition, actives largely listed as inhibitors; 380,000 compounds, 0.043% hits; AID 602233; further: potency means the concentration at half of the fitted maximal effect; on the % scale 0 is the no-effect control and ±100 the full control effect; nearly all actives have a fitted effect of over 60% in size
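Luminescent ATP detection (Kinase-Glo Plus) follows a 60-minute room-temperature incubation, with wells lacking PGK as controls. Buffer: 100 mM TEA (pH 7.6), 5 mM MgCl2, 0.01% Tween-20. Coupling enzyme GAPDH (100 nM final) supplies unstable 1,3-BPG in-well.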
GLS inhibitor = inhibitors of human glutaminase (GLS); GLS enzymatic activity, qHTS titration; Potency, µM (titrated, usually from 45.5 µM), for the others: top-dose activity change, negative = inhibition, most hits filed as inhibitors; 410,000 compounds, 0.21% hits; AID 624170; further: potency means the concentration at half of the fitted maximal effect; on the % scale 0 is the no-effect control and ±100 the full control effect
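Assay buffer: 45 mM KH2PO4 pH 8.2, 0.02% Tween-20. hKGA acts on L-glutamine (1 mM solution added); product glutamate is reported by an oxidase/peroxidase Amplex Red coupling, with fluorescence taken at baseline and 30 min.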
HP1b binding inh = HP1-beta chromodomain-methylated histone interaction inhibition; P83916; AlphaScreen HP1-beta / biotin-H3K9me3 peptide binding; Potency, µM (highest dose often 114 µM), for the others: at the highest dose activity change, negative = inhibition, hits mostly inhibitors; 390,000 compounds, 0.56% hits; further: potency means the concentration at half of the fitted maximal effect; nearly all actives have a fitted effect of over 70% in size; inactives centre near 23
Target sequence (P83916 whole entry, looked up): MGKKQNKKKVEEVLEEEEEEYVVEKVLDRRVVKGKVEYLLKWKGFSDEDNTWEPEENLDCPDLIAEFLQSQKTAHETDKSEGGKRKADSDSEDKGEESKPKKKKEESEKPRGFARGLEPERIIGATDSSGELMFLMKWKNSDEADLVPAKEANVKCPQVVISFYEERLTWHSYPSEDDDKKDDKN
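Compound inhibition of the preformed complex between 50 nM HP1-beta and 50 nM biotinylated H3K9me3 peptide was read by AlphaScreen. Buffer was PBS pH 7.4 with 0.01% Tween-20. Incubations ran 30 min at room temperature, with 10 ug/mL donor/acceptor beads.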
TrxR1 inh = rat TrxR1 inhibition; O89049; recombinant rTrxR1, NADPH fluorescence consumption, selenite substrate; Potency, µM (highest dose often 114 µM), for the others: at the highest dose activity change, negative = inhibition, usual class: inhibitors; 390,000 compounds, 1% hits; AID 588453; further: potency means the concentration at half of the fitted maximal effect; on the % scale 0 is the no-effect control and ±100 the full control effect; nearly all actives have a fitted effect of over 65% in size
Target sequence (O89049 whole entry, looked up): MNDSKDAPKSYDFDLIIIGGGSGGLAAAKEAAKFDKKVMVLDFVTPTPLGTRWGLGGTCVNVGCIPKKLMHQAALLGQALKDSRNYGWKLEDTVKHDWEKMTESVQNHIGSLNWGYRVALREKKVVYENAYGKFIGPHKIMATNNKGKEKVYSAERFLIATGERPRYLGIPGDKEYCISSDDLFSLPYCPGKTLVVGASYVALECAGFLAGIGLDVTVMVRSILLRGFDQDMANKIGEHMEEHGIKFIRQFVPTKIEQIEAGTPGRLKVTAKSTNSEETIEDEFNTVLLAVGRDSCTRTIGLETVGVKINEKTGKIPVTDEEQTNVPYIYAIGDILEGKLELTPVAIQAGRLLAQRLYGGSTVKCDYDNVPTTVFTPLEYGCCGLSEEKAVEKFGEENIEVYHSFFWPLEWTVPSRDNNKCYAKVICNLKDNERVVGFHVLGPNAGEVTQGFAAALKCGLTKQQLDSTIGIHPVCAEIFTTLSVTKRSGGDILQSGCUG
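Rat TrxR1 (90 nM in the dispensed reagent) was pre-reduced with 400 uM NADPH for 5 min at room temperature, then incubated with compound for 15 min. After 400 uM selenite was added, NADPH fluorescence (Ex 340/Em 450 nm) was followed for 8 min.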
IDH1 R132H inh = inhibitors of human mutant IDH1 R132H | Potency, µM (titrated, usually from 76.6 µM), for inactives: top-dose activity change, negative = inhibition, hits mostly inhibitors | IDH1-R132H enzyme, NADPH consumption, diaphorase/resazurin fluorescence | 390,000 compounds, 0.093% hits | O75874 | AID 602179; further: potency means the concentration at half of the fitted maximal effect; on the % scale 0 is the no-effect control and ±100 the full control effect; nearly all actives have a fitted effect of over 65% in size
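IDH1-R132H (0.5 ug/mL dispensed) in pH 7.5 Tris buffer was preincubated 30 min with compound, then given a substrate mix of 0.016 mM NADPH and 2 mM alpha-KG for 80 min at room temperature; remaining NADPH was read by diaphorase/resazurin fluorescence.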
TrxR1 substrate = substrates of rat thioredoxin reductase 1; O89049; purified TrxR1 substrate turnover, NADPH consumption readout; Potency, µM (top dose mostly 114 µM), inactives show at the highest dose activity change, negative = substrate turnover; 390,000 compounds, 0.01% hits; further: potency means the concentration at half of the fitted maximal effect; on the % scale 0 is the no-effect control and ±100 the full control effect; nearly all actives have a fitted effect of over 50% in size
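Rat TrxR1, dispensed at 90 nM, was prereduced with 400 uM NADPH (final) for 5 min at ~22 deg C, then incubated with compound 15 min before 400 uM selenite. A first-read NADPH fluorescence drop versus no-compound background flagged substrates.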
USP1-UAF1 inh = inhibitors of human USP1/UAF1 deubiquitinase | O94782 | recombinant USP1/UAF1, Ub-Rhodamine cleavage fluorescence | Potency, µM (highest dose often 57.1 µM), for inactives: top-dose activity change, negative = inhibition, most hits filed as inhibitors | 390,000 compounds, 0.23% hits | AID 743255; further: potency means the concentration at half of the fitted maximal effect; on the % scale 0 is the no-effect control and ±100 the full control effect; nearly all actives have a fitted effect of over 60% in size; inactives centre near -12
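In this screen, compounds sit with the deubiquitinase complex (1nM) for 15 min at room temperature before Ub-Rho is added at 150nM final. Fluorescence rise is then followed for 6 reads every 60 seconds.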
PI4K2A block = blocks human PI4K2A kinase activity; AID 1346378; Q9BTU6; 420,000 compounds, 0.13% hits; purified PI4K2A, ADP-Glo luminescence, 1 h; hits give low values; activity change, negative = inhibition, % at 76.9 µM; in the data active means activity change below about -50%; inconclusive means mostly about -30% to -49%;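 further: -100% = wells without enzyme as full effect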
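ADP-Glo luminescence measured ADP generated by PI4K2A enzyme (4 ug/mL before mixing) with 1.2 mM PI substrate (pre-mix) and 300 microM ATP (pre-mix). Tris pH7.5 buffer with MgCl2, Triton X-100; 1 h reaction at ambient temperature.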
Pin1 inhibitor = blocks the human prolyl isomerase Pin1. Potency, µM (highest dose often 115 µM), for inactives: at the top dose activity, negative = inhibition, most hits filed as inhibitors. Pin1 FP peptide displacement, HiFluor488, 10 min. AID 504891. 390,000 compounds, 0.009% hits. Q13526; active means well fitted inhibition curve with a large enough effect in the polarisation, with a control signal flat, not every such curve was filed as active; inconclusive means small, poorly fitted or top-dose-only effect, or effect the other way, or a change in a side signal; inactive means no such curve, though single readings can be large or run the other way; the % refers to the polarisation; further: potency means the concentration at half of the fitted maximal effect; on the % scale 0 is the no-effect control and ±100 the full control effect
Target sequence (Q13526 whole entry, looked up): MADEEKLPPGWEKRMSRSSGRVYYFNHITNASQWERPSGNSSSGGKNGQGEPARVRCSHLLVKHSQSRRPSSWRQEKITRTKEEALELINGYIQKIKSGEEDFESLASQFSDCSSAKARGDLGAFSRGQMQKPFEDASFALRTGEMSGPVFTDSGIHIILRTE
* = called active by the depositor; i = inactive; ? = inconclusive; . = not tested or not shown; [ ] = another dose, or the depositor's remark. Unless noted, the call rests on the fitted dose curve; in most records, active means well fitted curve in the direction sought with a large enough effect; inconclusive means small, poorly fitted or top-dose-only effect, or another doubt; inactive means no such curve, though single readings can be large; an effect the other way counts as inactive or inconclusive. The list is partial (hit frequency here may not be typical).

SMILES	PGK inhibitor	GLS inhibitor	HP1b binding inh	TrxR1 inh	IDH1 R132H inh	TrxR1 substrate	USP1-UAF1 inh	PI4K2A block	Pin1 inhibitor
COc1ccc(-c2nc(-c3ccccc3)nc(Cl)c2C#N)cc1	-7%	12%	30%	26%	5%	39%[activator]	-7%	8	-5%
Cc1ccc(-n2ncc(C(=O)NCc3cccs3)c2C2CCN(C(=O)OC(C)(C)C)CC2)c(C)c1	i	-2%	6%	16%	0%	-11%	-13%	0	15%
O=C1C=C(c2ccccc2)OC(c2ccccc2)O1 (centres undefined)	-1%	-4%	81%[activator]	3%[57.1 µM]	2%	-3%	-18%	2	0%
COc1ccc(C2c3c(oc4cc(C)cc(C)c4c3=O)C(=O)N2Cc2ccco2)cc1OC (centres undefined)	.	-5%	33%	-23%	.	2%	21%	-4	-6%
O=C1CCCc2oc3c(cc(NS(=O)(=O)c4ccc5c6c(cccc46)C(=O)N5)c4ccccc43)c21	i	7%	7%	21%	9%	8%	-28%	-4	-3%
CCOC(=O)c1cncc(C#CCOC(=O)Nc2ccc(OC(F)(F)F)cc2)c1	i	2%	29%	24%	-2%	2%	-22%	7	-4%
CC1CCCN(S(=O)(=O)c2ccc(NC(=O)c3nc(SC(C)C)ncc3Cl)cc2)C1 (centres undefined)	0%	-1%	6%	24%	4%	0%	-3%	3	16%
COc1ccc(CCN(Cc2cc3cc(C)c(C)cc3nc2Cl)C(=O)C2CC2)cc1	.	2%	11%	23%	0%	7%	-1%	-4	-4%
C=C[C@@H]1c2cccc(C)c2N(S(=O)(=O)c2ccc(C)cc2)[C@H](c2ccc(OC(C)=O)cc2)C1(C#N)C#N	-8%	4%	14%	11%[57.1 µM]	10%	10%[57.1 µM]	?	3	?
CCCCN(CC(=O)Nc1cccc(S(=O)(=O)N2CCCC2)c1)Cc1nc2ccccc2c(=O)[nH]1	-8%	2%	16%	?	3%	4%	-23%	1	41%[activator]
CC1(c2ccc(Cl)cc2)NC(=O)N(CC(=O)c2ccc3c(c2)OCO3)C1=O (centres undefined)	-2%	3%	18%	3%	1%	-12%	-7%	-2	-1%
CCc1cccc(N(C(=O)c2csnn2)C(C(=O)NC2CCCCC2)c2ccncc2)c1 (centres undefined)	i	-12%	26%	-4%	-15%	-11%	?	-9	1%
O=C(CCCN1C(=O)c2ccccc2C1=O)Nc1nc2ccccc2[nH]1	-8%	5%	21%	8%	-2%	3%	-18%	0	-8%
COC(=O)c1c(C)oc2ccc(N(C(=O)Oc3ccccc3)S(=O)(=O)c3ccc(C(C)(C)C)cc3)cc12	i	4%	0%	21%	10%	3%	?	0	1%
CC1CCCCN1C(=O)CSc1nc(N)cc(=O)[nH]1 (centres undefined)	-9%	-11%	36%	30%[57.1 µM]	4%	2%[57.1 µM]	-16%	-2	-2%
COc1cccc(N2CCN(c3ncc4c(n3)CCN(Cc3ccc(Br)cc3)C4)CC2)c1	8%	19%	-21%	21%[57.1 µM]	9%	8%[57.1 µM]	-26%	-2	26%
CCOc1ccc(C2C(C(=O)Nc3ccc(Cl)cc3)=C(C)Nc3nc(C(F)(F)F)nn32)cc1 (centres undefined)	1%	1%	0%	7%	-19%	6%	-6%	-1	1%
O=C(COC(=O)CNS(=O)(=O)c1ccccc1)Nc1ncc(Cl)cc1Cl	-3%	-3%	19%	35%	6%	11%	-16%	-9	-12%
Cc1nnc(-c2ccccc2)nc1N(C)C	8%	-4%	50%[activator]	11%[57.1 µM]	7%	12%[57.1 µM]	-16%	3	-8%
COc1ccc(CN(C)S(=O)(=O)c2nnc(NC(=O)c3cccc(F)c3)s2)cc1OC	-3%	-3%	58%[activator]	-5%	8%	-11%	-22%	-2	11%
Cc1ccc(CN2CCNC(=O)C2CC(=O)NCCCn2nnc3ccccc32)cc1 (centres undefined)	-8%	-1%	.	.	0%	.	?	-4	.
C=CCCC(=O)N1CCCC(C(=O)c2cccc(OC)c2)C1 (centres undefined)	-9%	-2%	26%	26%	-8%	0%	-7%	3	-4%
O=C(COC(=O)CCC(=O)c1ccccc1)NCCc1ccccc1	i	0%	27%	9%	7%	9%	-12%	-6	5%
Cc1noc(C)c1NC(=O)N(C)C[C@@H]1Oc2ncc(Br)cc2C(=O)N([C@@H](C)CO)C[C@H]1C	3%	4%	.	.	-1%	.	-19%	-2	.
COc1ccc(-c2c(C)c3ccc(O)c(CN4CCCC4)c3oc2=O)cc1	-7%	5%	29%[57 µM]	-3%[57.1 µM]	2%	274%[activator][57.1 µM]	?	-2	-6%
O=C(NC(=S)NC1CCCc2ccccc21)c1ccco1 (centres undefined)	-4%	-5%	34%	-21%[57.1 µM]	2%	-4%[57.1 µM]	-9%	-2	5%
COc1cc(C2CC(=O)Nc3cc(C)c(C)cc32)cc(OC)c1OC (centres undefined)	-3%	6%	7%	-8%	2%	-10%	-2%	-4	-4%
CCOc1c2ccc(C(=O)NC3CCCc4ccccc43)cc2nn1C (centres undefined)	7%	-2%	27%	-13%[57.1 µM]	-5%	78%	-8%	5	-4%
O=C(O)C(=Cc1ccnc2ccccc12)C(=O)O	-2%	-2%	.	.	-5%	.	-25%	2	.
COc1ccc2cc(C(=O)C3CCCN(C(=O)C4=NN(C)C(=O)CC4)C3)ccc2c1 (centres undefined)	7%	-4%	42%[activator]	-4%	2%	148%[activator]	-29%	-1	?
Cc1ccc(/C=C/C(=O)NCc2cccs2)c(C)c1	i	-8%	72%[activator]	20%	11%	4%	-15%	2	0%
COc1ccc(NC(=O)CSc2ccc3nc(-c4ccccc4)cn3n2)cc1OC	i	1%	20%[57 µM]	9%[57.1 µM]	-13%	-1%[57.1 µM]	-5%	-1	-5%
CCC(C)N(C(=O)COC(=O)c1nc2nc(C)cc(C)n2n1)C1CCS(=O)(=O)C1 (centres undefined)	-4%	4%	28%	-6%	9%	-9%	-1%	0	4%
COc1ccc(OC)c(S(=O)(=O)NCc2ccccc2)c1	-3%	6%	6%	-2%[57.1 µM]	12%	2%[57.1 µM]	-1%	1	-4%
Cc1cc(C)c(NC(=O)CNC(=O)COC(=O)Cc2ccccc2C)c(C)c1	-6%	9%	40%[activator]	33%	8%	4%	-17%	3	-2%
COc1ccc(C)cc1NC(=O)CSc1nnc2ccc(-c3cccnc3)nn12	i	-1%	16%	15%	1%	0%	-7%	-18	5%
O=C(NCC1COc2ccccc2O1)c1ccc(NC(=O)C2CCCO2)cc1 (centres undefined)	2%	0%	66%[activator]	20%	2%	6%	-21%	-3	-12%
S=C(Nc1ccc(Oc2ccccc2)cc1)N1CCOCC1	?	5%	0%	13%[57.1 µM]	-5%	14%[57.1 µM]	-21%	4	-4%
Cc1cccc(OCC(=O)Nc2ccc(C(=O)O)cc2NC(=O)COc2cccc(C)c2)c1	-7%	10%	11%	-2%	27%	-7%	-6%	-2	-12%
Cc1cccc(C(=O)OCC(=O)NCc2ccc(Cl)cc2)c1	-4%	-2%	.	.	-4%	.	4%	-3	.
Cc1ccccc1NC(=O)c1cc(=O)c2ccccc2o1	-2%	-4%	11%	2%	1%	-3%	-8%	18	-4%
Cc1ccc(CNC(=O)C2CCCN(S(=O)(=O)c3c(C)noc3/C=C/N(C)C)C2)cc1 (centres undefined)	i	6%	33%	11%	-1%	-11%	0%	-3	30%[activator]
O=C(COC(=O)/C=C/c1ccc(F)cc1)NC1CCCC1	5%	-2%	20%	-5%	-5%	-7%	-7%	1	1%
c1cc(CNCCCN2CCOCC2)ccn1	0%	-22%	36%[activator]	11%[57.1 µM]	1%	6%[57.1 µM]	-15%	8	-12%
O=C(Nc1cccc(Cl)c1)OCCOC(=O)Nc1cccc(Cl)c1	-15%	-34%	25%	39%[activator]	1%	4%	-11%	-6	-3%
CCOc1ccc(CCNC(=O)COC(=O)c2cccnc2Cl)cc1OCC	-3%	-5%	41%[activator]	12%	3%	5%	-11%	3	2%
C[n+]1cc(-c2ccccc2)oc1-c1ccccc1	-5%	8%	51%[activator]	5%	8%	5%	-18%	3	-5%
O=C(Nc1ccccc1)OCC1COC(c2ccccc2)(c2ccccc2)O1 (centres undefined)	-5%	-5%	68%[activator]	-7%	-1%	-13%	-22%	5	-2%
N#CC1(c2ccccc2)CCC(=O)N1Cc1ccccc1 (centres undefined)	4%	9%	22%	16%	0%	1%	-6%	1	5%
CCc1nnc(NC(=O)c2ccc(COc3ccccc3)o2)s1	8%	2%	17%	13%[57.1 µM]	-3%	6%[57.1 µM]	-15%	-1	2%
CN(C)C(=O)c1cn(-c2ccccc2)c(=O)c2ccccc12	4%	20%	11%	19%	-3%	8%	1%	-3	-2%
CCc1ccc(C(=O)NNc2cc(Cl)ccc2Cl)cc1	-4%	-2%	62%[activator]	11%	-1%	-5%	-23%	-2	4%
CC1(C)CC(NC(=S)NC(=O)c2cc(Br)ccc2Cl)CC(C)(C)N1	i	0%	18%	15%	-3%	-2%	-9%	1	-1%
Cc1nn(Cc2ccccc2)c2c1C(c1ccncc1)C(C#N)=C(N)O2 (centres undefined)	4%	-7%	36%	-22%	3%	7%	-8%	-1	-3%
